Runt-CBFb FRET – inhibitors of RUNX1 Runt–CBFb binding, primary screen, biochemical, FRET, Cerulean-Runt, Venus-CBFb, uHTS; Runt-related transcription factor 1 (Homo sapiens) + Core-binding factor subunit beta …; Cerulean-Runt/Venus-CBFb FRET ratio 530/480, 1 h; inhibition, % at 20 µM; 220,000 tested, 0.46% active;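 active = inhibition over about 50% at 20 µM in the single-dose screen, limit read from the data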;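 note: 0% = DMSO wells and 100% = excess unlabeled CBFb competitor control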
Target sequence (Q01196 whole entry, looked up): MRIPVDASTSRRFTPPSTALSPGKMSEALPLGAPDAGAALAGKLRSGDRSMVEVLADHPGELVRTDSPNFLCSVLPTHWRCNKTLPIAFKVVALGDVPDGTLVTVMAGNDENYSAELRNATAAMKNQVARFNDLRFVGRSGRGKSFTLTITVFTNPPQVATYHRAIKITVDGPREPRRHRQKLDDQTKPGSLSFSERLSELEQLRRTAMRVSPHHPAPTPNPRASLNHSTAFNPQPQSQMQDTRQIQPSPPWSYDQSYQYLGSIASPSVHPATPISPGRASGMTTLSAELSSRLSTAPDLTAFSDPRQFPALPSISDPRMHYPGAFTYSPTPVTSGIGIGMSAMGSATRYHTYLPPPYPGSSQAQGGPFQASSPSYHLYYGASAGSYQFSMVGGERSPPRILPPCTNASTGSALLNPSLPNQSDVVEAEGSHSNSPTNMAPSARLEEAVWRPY
Target sequence (Q13951 whole entry, looked up): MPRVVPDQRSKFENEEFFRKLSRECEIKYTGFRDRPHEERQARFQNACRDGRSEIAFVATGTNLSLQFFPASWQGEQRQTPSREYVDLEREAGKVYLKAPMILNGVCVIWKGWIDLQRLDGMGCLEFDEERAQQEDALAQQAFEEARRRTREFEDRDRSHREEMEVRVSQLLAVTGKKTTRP
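System: Cerulean-labeled Runt domain protein | Quantity: 100 nM of each labeled protein | Schedule: 1 h compound exposure, room temperature | Detection: Fluorescence energy transfer, 422 nm excitation, 530/480 nm emission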
Runt-SMMHC FRET – inhibitors of RUNX1 Runt–CBFb-SMMHC binding, primary screen, biochemical, FRET, Cerulean-Runt, Venus-CBFb-SMMHC, uHTS; inhibition, % at 20 µM; Cerulean-Runt/Venus-CBFb-SMMHC FRET ratio 530/480, 1 h; AID 1434, 2008; Runt-related transcription factor 1 (Homo sapiens) + Core-binding factor subunit beta …; 220,000 tested, 0.74% active;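 active = mean inhibition across duplicate retests at 20 µM reaching about 50%, limit read from the data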;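 note: 0% = DMSO wells and 100% = wells with excess untagged CBFb-SMMHC; inhibitors lower the FRET ratio by blocking Runt binding to CBFb-SMMHC; some results filed as inactive read as strong as hits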
L929 necroptosis – inhibitors of zVAD-triggered necroptosis, primary screen, L929 cells. L929 zVAD necroptosis rescue, ATP luminescence, 24 h; with zVAD 60 µM. viability rescue, % at 10 µM. 220,000 tested, 0.38% active;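 active = activation, scaled between plate controls, above about 75%, limit read from the data; inactive = activation under that limit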;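 note: 0% = zVAD with DMSO and 100% = DMSO alone without zVAD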
RBBP9 inh – human RBBP9 inhibitors, primary screen, biochemical, fluorescence polarization, FP-Rh probe, HTS | recombinant RBBP9 | 220,000 tested, 0.2% active | Serine hydrolase RBBP9 (Homo sapiens), O75884 | inhibition, % at 7.94 µM | AID 1515, 2009;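 active = inhibition above the campaign mean of all tested compounds plus 3 SD, cut at about 14% in these data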;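 note: plate controls were DMSO wells with RBBP9 for no effect and wells lacking RBBP9 protein for full effect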
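Test system – recombinant human RBBP9 · Input – RBBP9 2.5 µM in dispensing solution, pre-mixing · Medium – Tris buffer pH 8.0, NaCl, Pluronic · Schedule – preincubation 30 min plus labeling 45 min at 25 °C · Measured by – fluorescence polarization · Measure – % inhibition · Controls – DMSO and no-protein wells · Replicates – one well per compound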
EP2 modulator – EP2 receptor modulators, cAMP readout, primary screen, cell-based, HTRF cAMP, PGE2 stimulation. Prostaglandin E2 receptor EP2 subtype (Homo sapiens), P43116. EP2-expressing cells, cAMP HTRF FRET, PGE2 co-stimulation. induction, % at 25 µM. 260,000 tested, 0.83% active;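 active = compounds whose cAMP rise, as percent of the full-agonist control response, exceeds 60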;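 note: rat C6 glioma line stably carrying human EP2 under a CMV promoter; the protocol text gives 20 µM as final concentration; 100% = response of wells given 1 µM PGE2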
Target sequence (P43116 whole entry, looked up): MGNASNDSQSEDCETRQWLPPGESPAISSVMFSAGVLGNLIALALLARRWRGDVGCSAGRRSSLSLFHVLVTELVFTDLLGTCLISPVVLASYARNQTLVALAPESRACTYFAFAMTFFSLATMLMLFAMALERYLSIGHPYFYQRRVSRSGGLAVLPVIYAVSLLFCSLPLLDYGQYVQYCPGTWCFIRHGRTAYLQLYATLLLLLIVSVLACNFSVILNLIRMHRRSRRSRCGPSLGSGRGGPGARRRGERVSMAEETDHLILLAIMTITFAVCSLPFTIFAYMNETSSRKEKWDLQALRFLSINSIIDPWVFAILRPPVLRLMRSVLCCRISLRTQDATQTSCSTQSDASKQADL
PGE2 EP2 inh – human EP2 receptor antagonists, primary screen, TR-FRET cAMP, C6 glioma cells; Prostaglandin E2 receptor EP2 subtype (Homo sapiens), P43116; C6 glioma cells expressing human EP2; cells stimulated with saturating PGE2; inhibition, % at 25 µM; 260,000 tested, 0.52% active;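 active = percent inhibition above 40 after rounding to a whole number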;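 note: rat C6 glioma host cells with rolipram phosphodiesterase inhibitor present; the protocol text gives 20 µM as final concentration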
PERK inhibitor – block of dimerizer-induced PERK translation repression, primary screen, PERK inhibitor project, CHO PERK-DD cells, SEAP luminescence, HTS | Eukaryotic translation initiation factor 2-alpha kinase 3 (Homo sapiens), Q9NZJ5 | CHO PERK-DD fusion, SEAP luminescence translation reporter | inhibition, % at 5.6 µM | 220,000 tested, 0.17% active | AID 1416, 2008;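 active = inhibition above the mean inhibition of all tested compounds plus 3 SD, set separately per screening campaign, cut at about 2.9% in these data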;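 note: PERK kinase domain activated by AP20187 dimerizer at 100 nM; 0% = DMSO with dimerizer and 100% = rapamycin at 8.4 µM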
Hck-Nef inh – inhibitors of Nef-activated human Hck kinase, primary screen, biochemical, Z-Lyte FRET, 384-well, Hck-YEEI; Tyrosine-protein kinase HCK (Homo sapiens), P08631; Recombinant Hck-YEEI plus Nef, Z-Lyte FRET kinase assay; inhibition, % at 20 µM; 220,000 tested, 0.68% active;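 active = Hck-Nef kinase inhibition above about 50%, limit read from the data; inactive = inhibition below that limit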;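 note: 0% = DMSO with Hck plus Nef and 100% = Hck alone without Nef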
TNF necrop inh – inhibitors of TNF-alpha triggered necroptosis, primary screen, cell-based, Jurkat FADD-/-, single concentration | 220,000 tested, 0.068% active | AID 463075, 2010 | Jurkat FADD-/- TNF necroptosis rescue, ATP luminescence, 24 h; 0 = TNF only, 100 = no-TNF cells | activation (protection from cell death), % at 10 µM;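 active = activation, meaning protection from cell death, of at least 50% relative to plate controls; inactive = activation below 50%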;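 note: necroptosis triggered by 40 ng/mL TNF-alpha added together with compound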
The depositor's hits bear a star; x = no result given; & = joins results of further samples.

canonical_smiles	Runt-CBFb FRET	Runt-SMMHC FRET	L929 necroptosis	RBBP9 inh	EP2 modulator	PGE2 EP2 inh	PERK inhibitor	Hck-Nef inh	TNF necrop inh
CCc1nnc(NC(=O)CN2CCN(c3nc(-c4ccccc4)cs3)CC2)s1	0	-4	1.8	-4	-17	11	-1.0	-1	-0.3
Cc1nc2ccccc2c(=O)n1NCc1cccs1	0	-11	0.3	6	-15	8	-0.5	2	0.8
C[C@@H]1NC(=O)[C@H](CCC(N)=O)NC(=O)c2cc([N+](=O)[O-])cc(I)c2NCC[C@@H](C(N)=O)NC1=O	0	-2	1.4	-1	10	4	1.2	-4	1.9
O=C(NCc1cccnc1)C1CCN(C(=O)c2ccc(Cl)cc2Cl)CC1	0	5	-0.6	-6	-4	12	0.1	8	-1.7
Cc1ccc(SCC(=O)Nc2ccc(N3CCOCC3)cc2)c(C)c1	0	-3	19	-7	5	4	1.5	-3	1.9
CC1=Nc2cc(C(=O)O)ccc2Sc2c(C)ccc(C)c21	-1	0	1.4	-5	21	5	0.5	14	0.2
Cc1nn(C)cc1CN(C)C(=O)c1nn2c(c1Br)NC(c1cccs1)CC2C(F)(F)F (stereo not drawn)	-1	-2	3.9	-2	-29	5	0.7	11	-0.5
CCC1S/C(=C(\C#N)C(N)=O)N(c2ccc(F)cc2)C1=O (stereo not drawn)	0	1	-0.2	-6	15	18	0.8	1	-2.2
CCCCOC(=O)CCc1c(C)[nH]c(=S)[nH]c1=O	0	-1	0.1	-4	-4	13	0.5	-1	-1.2
Cc1cc(C)c2cc(CN(CCN(C)C)C(=O)Nc3ccccc3Cl)c(=O)[nH]c2c1	1	-5	-1.4	0	-12	2	-0.8	32	-0.1
Cc1cnn(CCC(=O)NNC(=S)Nc2cccc(Cl)c2)c1	-1	0	0.0	-2	7	6	0.2	0	-2.8
CCN(CC)S(=O)(=O)c1ccc(N2CCOCC2)c(NC(=O)c2cnccn2)c1	-2	0	1.9	-5	18	29	0.3	3	1.4
CCN1CCCC1CNC(=O)C1CCN(Cc2nc(-c3cccc(Br)c3)oc2C)CC1 (stereo not drawn)	-2	3	15	2	-10	x	-0.4	1	-15
Cc1cc(C)c2sc(N(CCCN(C)C)C(=O)CN3C(=O)c4ccccc4C3=O)nc2c1	0	-2	2.6	3	-47	6	0.2	22	2.2
COc1ccc(-c2ccc(N(C)C)cc2)cc1[C@H]1[C@@H]2C=CCC[C@@]2(C)C(=O)N1Cc1ccccc1	1	2	-0.5	x	26	9	x	15	7.2
COC(=O)c1c(NC(=O)Cn2cnc([N+](=O)[O-])n2)sc2c1CCC(C)C2 (stereo not drawn)	19	12	0.7	-7	45	4	-0.4	2	1.6
CS(=O)(=O)N1CCN(C2Cc3ccccc3C2)CC1	2	0	0.5	3	-1	-5	-0.3	5	0.5
CC1CCCN(C(=O)c2cc(F)c(F)cc2Cl)C1 (stereo not drawn)	2	-1	-0.8	4	6	5	0.7	-7	-0.1
CC1(C(=O)OCC(=O)c2c[nH]c3ccccc23)CC1(Cl)Cl (stereo not drawn)	-2	-2	0.5	0	-29	x	-0.7	0	-1.2
O=c1[nH][nH]c(C(F)(F)F)c1C=NCc1ccccc1Cl	2	3	-0.1	0	35	9	0.9	-21	-4.4
CCC(=O)Nc1ccc(OC)cc1OC	2	-2	1.5	9	0	9	0.8	14	-1.7
Cc1cc2c3c(c1)C1(C(=O)N3C(C)(C)CC2C)C(C#N)=C(N)OC2=C1C(=O)CC(C)(C)C2 (stereo not drawn)	-2	4	0.3	3	18	4	0.2	14	-2.0
Cc1cc(/C=C(\C#N)C(=O)O)c(C)n1C1CC1	-3	-44	0.4	-10	17	10	0.3	-1	0.4
CNC(=O)c1ccccc1NC(=O)c1c(O)c2c([nH]c1=O)CCCC2	0	0	0.1	-7	-11	15	-1.0	2	-2.2
CCOC(=O)C1CCN(C(=O)COc2cc(C)c(Br)c(C)c2)CC1	-4	-1	0.1	-7	-31	-3	-0.2	0	-3.6
CC(/C=C/c1ccccc1)=N/NC(=O)CCC(=O)Nc1ccccc1C	0	-1	0.7	-4	-57	3	-0.2	1	1.3
Cc1oc2c(C)c3oc(=O)c4c(c3cc2c1C)CCC4	0	6	0.1	-4	10	11	1.0	1	-0.8
COC(=O)c1cc(NC(=O)c2cccc([N+](=O)[O-])c2C)ccc1Cl	0	2	32	-3	-43	8	0.3	7	-2.6
O=C(NC1CCS(=O)(=O)C1)c1sc2ccccc2c1Cl (stereo not drawn)	1	-4	1.0	-5	-18	6	0.4	20	-1.3
CCCCn1c(SCC(=O)OCC)nnc1-c1ccoc1C	-1	-3	-0.1	-5	2	11	-0.7	-2	-0.4
O=C(O)/C=C/C(=O)Nc1ccc(OCc2ccccc2)cc1	0	0	0.4	-1	-2	4	0.2	23	1.6
COc1ccc(NC(=O)C23CCC(C2)C(C)(C)C3=O)cc1 (stereo not drawn)	0	2	-0.2	-10	8	6	0.5	7	-0.8
CS(=O)(=O)NCCSCc1c(F)cccc1Cl	0	-2	0.0	-4	-45	10	1.0	0	9.3
O=C(NC1CCCC1)C(=O)N(Cc1cccnc1)C(C(=O)NCC1CCCO1)c1ccco1 (stereo not drawn)	2	2	-0.2	-5	32	8	0.5	-1	-0.9
CCOc1cc(CNc2ccc3cn[nH]c3c2)ccc1OC	10	0	0.8	2	24	11	-1.1	1	1.1
CCOC(=O)c1sc(N)nc1C(C)C	-1	-4	-0.1	-10	1	9	0.9	0	-2.8
C=C(C)Cn1c(SCC#N)nc2ccccc2c1=O	0	-1	-1.0	-7	25	12	-0.2	9	-3.1
CCC(=O)Nc1c(C)ccc2nsnc12	1	2	0.9	-9	24	4	-0.3	-14	1.6
CNC(=O)COC(=O)CCC(=O)c1ccc(Cl)cc1	0	0	0.6	-3	12	4	0.1	27	0.1
COc1ccc(-c2cc3ccccc3n2CC(O)CN2CCC(C)CC2)cc1 (stereo not drawn)	-30	-32	0.1	4	-51	4	-0.8	7	-0.1
COC(=O)[C@H](Cc1ccccc1)NC(=O)N1CCN(c2ccc(F)cc2)CC1	2	-2	1.2	2	-32	19	0.2	10	1.1
CC(C)NC(=O)C1(c2ccccc2)CC1(Cl)Cl (stereo not drawn)	1	2	0.2	-6	3	1	1.0	2	1.0
CCOc1cc(CO)ccc1OCC(=O)N1CCCCC1	0	1	2.1	2	26&-10	1&14	1.1	1	0.2
CCO[C@@H]1OC(C(=O)N2CCOCC2)=C[C@H](C2CC2)[C@H]1CCCO	0	-6	0.1	4	-17	1	1.2	-8	0.4
COc1cc2c(cc1OC)C(C)=NC1(CCCCC1)C2	4	15	1.0	8	32	8	1.1	26	2.8
CNc1ccc2nnc(C(F)(F)C(F)(F)C(F)(F)F)n2n1	-4	-5	-0.4	-6	18	6	0.3	22	-0.4
COc1ccc([C@H]2C=C(C(=O)O)O[C@@H](OCCCCO)C2)cc1	3	1	0.6	x	-6	26	x	26	0.0
O=C(Cn1c(CC(=O)N2CCOCC2)nc2ccccc21)Nc1ccc2c(c1)OC(F)(F)O2	-3	-2	0.7	0	-10	10	0.5	2	0.8
NC(=O)N/N=C(/CCCCCC/C(=N\NC(N)=O)c1ccccc1)c1ccccc1	-35	-36	0.8	2	-10	18	0.7	9	-2.9
COc1ccc(N2C(=O)C(Cl)=C(Nc3c(C)n(C)n(-c4ccccc4)c3=O)C2=O)cc1	0	5	0.5	1	11	13	0.9	10	-2.9
Fc1ccc(NC(=S)NCc2ccc3c(c2)OCO3)cc1	-3	-2	0.8	-1	-23	13	0.1	-3	-1.7
Cc1ccc2oc(-c3ccc(NC(=O)c4ccc5c(c4)OCO5)cc3)nc2c1	67*	-10	1.8	6	19	8	1.9	26	-1.0
CCN(CC)S(=O)(=O)c1ccc(Cl)c(C(=O)NCC2CCCO2)c1 (stereo not drawn)	1	3	0.6	-6	30	7	-0.6	0	1.1
O=C1CCC(N2C(=O)c3ccccc3C2=O)C(=O)N1 (stereo not drawn)	2	-4	1.9	-6	25&23&-8	8&11&16	0.8	20	0.7
CCN/N=C(\Cc1nc2ccccc2[nH]1)c1ccccc1	0	-1	0.9	-6	-11	6	-0.7	-19	-1.5
CCOC(=O)CSc1nnc(C)c(=O)[nH]1	-1	2	0.2	-3	26	5	0.3	1	0.0
COc1cc(-c2nnc(-c3ccco3)o2)ccc1OCc1ccccc1	-6	-9	0.0	-7	26	5	-0.9	-2	1.2
CCc1ccc(-n2c(=S)sc3c(=O)n(-c4ccccc4OC)c(=S)[nH]c32)cc1	x	-5	1.0	-7	29	3	0.0	-4	-0.6
CC1=CCC2([N+](=O)[O-])CN(CC(=O)O)CC1([N+](=O)[O-])C2 (stereo not drawn)	1	2	0.2	-12	19	10	1.2	1	-0.5
O=C(c1cccc(Br)c1)N1CCN(S(=O)(=O)N2CCOCC2)CC1	1	0	0.3	-2	-15&17	10&7	1.5	17	1.3

Continued:
canonical_smiles	Runt-CBFb FRET	Runt-SMMHC FRET	L929 necroptosis	RBBP9 inh	EP2 modulator	PGE2 EP2 inh	PERK inhibitor	Hck-Nef inh	TNF necrop inh
c1cnc(NC2CCCCCC2)nc1	x	-4	0.2	6	14	12	1.2	1	-0.1
COc1ccccc1C(=O)Nc1ccc(S(=O)(=O)Nc2cc(C)nc(C)n2)cc1	2	0	0.1	-4	7	8	0.4	5	0.3
Cc1nn(CC2CC2)c(=O)n1-c1ccc(F)cc1	2	-3	2.7	-1	24	1	1.1	20	45
COc1ccc(CNC(=O)C(C)N=C2NS(=O)(=O)c3ccccc32)cc1OC (stereo not drawn)	1	-2	-0.7	-2	10	8	1.6	2	-3.3

Assay outcomes from PubChem BioAssay.

This is a subset; count on the stated rates, not on these rows.
